Shn3 3UTR inh: Schnurri-3 reporter inhibition in Clone20 osteoblasts. 360,000 tested, 0.52% active. inhibition, % at 12.5 µM. Clone20 osteoblast Shn3 3'UTR firefly luciferase, 24 h. AID 588674;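 active means mean inhibition of at least 75% with every replicate also reaching 75%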;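 further: 0% = median of neutral control wells and 100% = pilot-screen positive control compound; some compounds past the cut are filed as inactive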
Peg3 promoter: Peg3 promoter activity inhibition; inhibition, % at 20 µM; 360,000 tested, 1.7% active; HeLa PEG-Prom luciferase reporter, luminescence, overnight;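 active means inhibition of at least 50% at 20 µM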
KKLEB cytotox: CF airway cell cytotoxicity counter-screen; KKLEB CF airway cells viability, ATPlite luminescence, overnight; stronger effect = lower value; cells stimulated with P. aeruginosa culture filtrate; activity change (cytotoxicity), % at 5 µM; 360,000 tested, 0.36% active;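 active means corrected activity change at or below -50% at 5 µM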
TWEAK Fn14 block: TWEAK-Fn14 signaling inhibition; 360,000 tested, 2% active; TWEAK-stimulated Fn14 reporter cells, luciferase luminescence, 8 h; inhibition, % at 10 µM; in the data active means inhibition above about 50%
TRAIL sens C8: sensitizes caspase-8 expressing cells to TRAIL; AID 624354; NB7+C8 cells + TRAIL, ATPlite viability luminescence; inhibition (viability loss, TRAIL sensitization), % at 10 µM; 360,000 tested, 1% active;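 active means compounds causing at least 50% loss of cell viability in the single-dose screen, relative to plate controls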
NR2E3 ag-1: activates human NR2E3 receptor; Q9Y5X4; CHO-S Gal4-NCOR/VP16-NR2E3 two-hybrid, luciferase; inhibition of corepressor binding, % at 3.98 µM; 360,000 tested, 0.35% active; AID 602229;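 active means inhibition above the mean of all tested compounds plus 3 SD, cut at about 70% in these data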;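 further: 0% = DMSO with NR2E3 transfected cells and 100% = cells lacking NR2E3 construct; higher means lower luciferase signal from less NR2E3 corepressor binding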
Target sequence (Q9Y5X4 whole entry, looked up, the tested form may be a part): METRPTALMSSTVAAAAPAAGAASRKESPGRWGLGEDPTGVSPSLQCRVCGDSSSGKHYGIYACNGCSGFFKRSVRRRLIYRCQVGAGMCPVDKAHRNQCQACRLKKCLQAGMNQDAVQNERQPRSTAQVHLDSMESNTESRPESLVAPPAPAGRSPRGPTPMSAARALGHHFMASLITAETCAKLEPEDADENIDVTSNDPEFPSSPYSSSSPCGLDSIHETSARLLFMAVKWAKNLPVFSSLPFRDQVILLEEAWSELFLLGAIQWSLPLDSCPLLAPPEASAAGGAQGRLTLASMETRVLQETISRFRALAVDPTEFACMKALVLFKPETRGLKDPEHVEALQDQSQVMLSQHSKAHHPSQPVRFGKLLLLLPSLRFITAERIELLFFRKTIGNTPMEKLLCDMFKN
CF NFkB inh: blocks PAF-induced NF-kB reporter in cystic fibrosis cells. KKLEB NF-kB-GFP reporter, GFP fluorescence overnight. inhibition, % at 5 µM. 360,000 tested, 0.86% active. AID 588850;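 active means at least 50% inhibition at 5 µM, scaled per plate between neutral and stimulator controls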;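 further: PAF is a Pseudomonas aeruginosa culture filtrate used as stimulus; plate controls were PAF-stimulated DMSO wells for no effect and unstimulated DMSO wells for full effect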
HIF-2a block: HIF-2a inhibition; inhibition, % at 18.8 µM; 360,000 tested, 0.72% active; 786-0 RCC cells HIF-2a reporter, luciferase luminescence, overnight;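 active means inhibition of the luminescence signal of 40% or more relative to plate controls, in a single-dose primary screen at 18.75 µM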
MITF TRPM1 inh: inhibitors of MITF-driven TRPM1 promoter in melanoma cells. SK-MEL-5 TRPM1 promoter luciferase, 24 h. inhibition, % at 12.5 µM. 330,000 tested, 0.83% active. AID 488899;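 active means mean inhibition across replicates of 60% or more, whatever share of single replicates reaches that level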; further: values of inactives mirror those of a sister screen read the other way
TROY signal inh: TROY signaling inhibition; Q293 LMP1-TROYcd NF-kB luciferase reporter, 4 h; inhibition, % at 10 µM; 360,000 tested, 0.98% active;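 active means compounds whose plate-normalised and pattern-corrected inhibition of the luciferase reporter signal at the single screening dose is 50% or more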
NR2E3 ag-2: NR2E3 (human) agonism; Q9Y5X4; GST-NR2E3/biotin-RetCOR TR-FRET, 1536-well; inhibition of corepressor binding, % at 4.78 µM; 320,000 tested, 0.12% active; AID 2300;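 active means percent inhibition above the cutoff of mean plus 3 SD of all tested compounds, set per screening campaign, cut at about 20% in these data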;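 further: 0% = DMSO wells and 100% = biotin wells as full block of FRET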
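Material: NR2E3–RetCOR corepressor complex / Incubation: Compound–protein incubation for 5 h at 4 °C / Dosing: compound at 4.8 µM, single dose / Detection: time-resolved FRET / Benchmarks: high control biotin, low control 0.6% DMSO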
Starred values were filed as active, the others as inactive; nt = no result given. Not all compounds are listed (hit frequency here may not be typical).

#1 Cc1cc(N2C(=O)C3C4CC(c5ccccc5)C(C4)C3C2=O)no1 (stereo unspecified)
#2 O=C(COc1ccc2c(c1)oc(=O)c1ccccc12)NCC1CCC(C(=O)O)CC1 (stereo unspecified)
#3 COc1cc(/C=C(\C#N)c2nc3ccccc3[nH]2)cc(Br)c1OCc1ccc(F)cc1
#4 Cc1nc(CC(=O)c2ccc(O)cc2O)cs1
#5 C=CCN(c1ccccc1C(=O)NCC(=O)O)S(=O)(=O)c1ccccc1C
#6 Cn1cc(S(=O)(=O)N2CCNCC2)cc1C(N)=O
#7 CCc1[nH]nc(C(=O)N2CCCC(C(=O)c3cccc(C(F)(F)F)c3)C2)c1C (stereo unspecified)
#8 COc1ccc2c(C(=O)CN(C)C3CCCCC3)c[nH]c2c1

Compound | 1 | 2 | 3 | 4 | 5 | 6 | 7 | 8
NR2E3 ag-1 | -34 | -21 | -84 | 1 | -3 | -8 | 49 | -1
TROY signal inh | 4 | 4 | -48 | -46 | 14 | 12 | 13 | -3
Shn3 3UTR inh | -11 | 9 | 1 | -5 | 0 | -16 | 28 | -3
HIF-2a block | 3 | -2 | 16 | -26 | 10 | 2 | -13 | -16
TRAIL sens C8 | 0 | -13 | 5 | -1 | -13 | -1 | -1 | -6
NR2E3 ag-2 | 5 | -1 | -4 | -1 | 0 | nt | -4 | 2
KKLEB cytotox | 5 | -15 | 5 | 17 | -1 | -17 | 1 | -8
TWEAK Fn14 block | 2 | -14 | -15 | 3 | 0 | 12 | 17 | 24
MITF TRPM1 inh | 4 | -4 | -3 | -3 | -10 | 1 | 5 | 1
Peg3 promoter | -9 | -7 | -6 | -38 | 15 | -3 | -1 | -16
CF NFkB inh | 6 | -6 | -2 | -10 | -10 | 1 | 0 | -17

#9 Cc1ccccc1CN1CCc2c(OCC(=O)N3CCCCC3)cccc2C1=O
#10 NC(=O)C1(N2CCCCC2)CCN(C(=O)CCCn2c(=O)[nH]c3ccsc3c2=O)CC1
#11 O=S(=O)(Nc1ccc(-c2nc3cccnc3s2)cc1)c1ccc(Cl)s1
#12 CC(=O)c1cccc(NC(=S)NC(=O)c2ccccc2C)c1
#13 Cc1nc(CN(C)c2ncnc3ccc(-c4ccc5c(c4)OCO5)cc23)cs1
#14 COc1ccccc1CNS(=O)(=O)c1ccc2c(c1)NC(=O)C(C)S2 (stereo unspecified)
#15 Cn1cccc1C(=O)OCC(=O)Nc1ccc2c(c1)OCCO2
#16 CC(C1CC1)N(C(=O)c1ccccc1[N+](=O)[O-])c1ccccc1 (stereo unspecified)

Compound | 9 | 10 | 11 | 12 | 13 | 14 | 15 | 16
NR2E3 ag-1 | 2 | 4 | -36 | -18 | -12 | 15 | -212 | -2
TROY signal inh | 22 | 9 | 28 | -31 | 21 | 7 | 9 | -1
Shn3 3UTR inh | 3 | -6 | -25 | -32 | 52 | 40 | -47 | -15
HIF-2a block | 12 | 13 | -167 | -149 | 55* | -3 | -20 | 15
TRAIL sens C8 | 16 | 7 | -18 | -6 | 23 | -10 | 38 | -4
NR2E3 ag-2 | 0 | 5 | 7 | -2 | nt | -2 | nt | -2
KKLEB cytotox | -15 | 0 | 6 | -4 | -13 | -2 | -9 | 1
TWEAK Fn14 block | -7 | -8 | 14 | -1 | 27 | -4 | 71* | -7
MITF TRPM1 inh | 0 | -3 | nt | -16 | nt | 4 | -6 | -2
Peg3 promoter | 10 | 15 | -158 | -103 | 32 | 4 | -40 | 9
CF NFkB inh | -8 | -18 | 32 | -8 | -19 | 4 | 0 | 0

#17 O=C(Nc1cc(Cl)cc(Cl)c1)c1cccc(OC(F)F)c1
#18 CCNC(=O)NC(=O)C(C)OC(=O)C1CCN(S(=O)(=O)c2ccccc2C(=O)OC)CC1 (stereo unspecified)
#19 Cc1nc(Cn2c3ccc(NC(=S)NC4CCCCC4)cc3c(=O)n2C)cs1
#20 Cc1cccc(C(=O)N2c3ccccc3C(=O)OC2c2ccc3c(c2)OCO3)c1 (stereo unspecified)
#21 O=C(CN(Cc1ccccc1Cl)C(=O)c1ccc(CN2CCOCC2)o1)NCc1ccccc1
#22 CCc1ccccc1NC(=O)COc1ccc2c(=O)c(Oc3cc(C)ccc3C)coc2c1
#23 CC(C)C(NC(=O)c1c(F)cccc1F)C(=O)OCN1C(=O)c2ccccc2C1=O (stereo unspecified)
#24 O=C(Nc1cccc2c1N(C(=O)c1ccco1)CCC2)c1ccco1

Compound | 17 | 18 | 19 | 20 | 21 | 22 | 23 | 24
NR2E3 ag-1 | -10 | -15 | 21 | -122 | -10 | 20 | -17 | -27
TROY signal inh | 39 | 13 | 9 | -76 | 5 | 56* | -12 | 1
Shn3 3UTR inh | 21 | 10 | 26 | 8 | 18 | 12 | -23 | -32
HIF-2a block | -239 | 13 | 8 | -96 | -19 | 8 | -2 | 19
TRAIL sens C8 | 12 | 7 | -19 | 18 | -1 | 9 | -8 | -4
NR2E3 ag-2 | 3 | 1 | nt | 1 | 3 | 2 | -1 | -1
KKLEB cytotox | 17 | 11 | -1 | -1 | -9 | 5 | 0 | -4
TWEAK Fn14 block | 60* | 17 | 25 | -22 | -4 | 5 | -10 | -24
MITF TRPM1 inh | -3 | 9 | nt | -4 | -1 | 0 | 4 | 5
Peg3 promoter | -13 | 3 | 4 | -40 | 9 | -220 | 13 | 3
CF NFkB inh | -3 | 2 | 8 | 16 | -4 | 1 | 2 | 13

#25 N#CC1=C(N)NC(SCC(=O)Nc2ccccc2)=C(C#N)C12CCCC2
#26 Cc1ccc2nc(NCc3ccccc3)[nH]c2c1
#27 CCOc1ccccc1NC(=O)CCCNC(=O)c1ccc(Cl)cc1
#28 CCc1ccc(C2=NN(CCC(=O)NC(C)c3ccc4c(c3)OCCO4)C(=O)CC2)cc1 (stereo unspecified)
#29 CCOc1ccc(NC(=O)CN(C)C(=O)c2ccccc2CCc2ccccc2)cc1OCC
#30 O=C1C(NS(=O)(=O)c2cccs2)=C(N2CCOCC2)C(=O)c2ccccc21
#31 O=C(COC(=O)/C=C/c1cccc(Cl)c1)NCCC1=CCCCC1
#32 Cc1onc(-c2ccccc2)c1C(=O)OCC(=O)Nc1ccc(Cl)cc1

Compound | 25 | 26 | 27 | 28 | 29 | 30 | 31 | 32
NR2E3 ag-1 | -22 | -275 | 16 | 14 | 25 | -15 | 6 | 12
TROY signal inh | -7 | -29 | -1 | 6 | 3 | 5 | -17 | 33
Shn3 3UTR inh | 9 | -61 | -36 | 9 | 9 | 5 | -4 | 14
HIF-2a block | 0 | -104 | 13 | 18 | 0 | -4 | 14 | 26
TRAIL sens C8 | 4 | 33 | 6 | -2 | 15 | -4 | -5 | 17
NR2E3 ag-2 | 1 | -1 | -5 | -2 | -2 | -4 | 0 | 4
KKLEB cytotox | 5 | 1 | 4 | 4 | -7 | 1 | 0 | 0
TWEAK Fn14 block | 8 | -28 | 6 | -6 | 6 | -18 | -19 | 4
MITF TRPM1 inh | 0 | -12 | 5 | 6 | 1 | 24 | 0 | -3
Peg3 promoter | 9 | -201 | 12 | 1 | 30 | -1 | 3 | 9
CF NFkB inh | -10 | 11 | 25 | 7 | -18 | 20 | -8 | -4

#33 Cc1ccnc2nc(C(=O)OCCOc3ccccc3)nn12
#34 O=C(NNC(=O)C1CC1)c1ccc(-c2ccccc2)cc1
#35 O=C(CNC(=O)N1CC(=O)Nc2ccccc21)NCc1ccc(F)cc1
#36 Cc1ccc(NC(=O)/C=C/c2ccc(Cl)cc2)nc1
#37 CCN(CC)S(=O)(=O)c1cc(NC(=O)CO/N=C(\N)c2ccccc2Cl)ccc1C
#38 CCCCC[C@H]1CCCCC[C@H](O)C[C@@H](O)[C@H](O)/C=C/C(=O)O1
#39 CCc1nc2ccc(C(=O)NCCOc3ccc(OC)cc3)cn2c1N(CCC(C)C)CCN(C)C
#40 COc1ccc(-c2c(C)nn3c(NC4CCCC4)cc(C)nc23)cc1OC

Compound | 33 | 34 | 35 | 36 | 37 | 38 | 39 | 40
NR2E3 ag-1 | -9 | -9 | -22 | -31 | -5 | 5 | -9 | -5
TROY signal inh | -4 | -10 | -11 | 3 | -2 | 13 | -6 | 11
Shn3 3UTR inh | 6 | -19 | 10 | -17 | -6 | nt | -2 | -21
HIF-2a block | -6 | -65 | 5 | -203 | 9 | 1 | 2 | 21
TRAIL sens C8 | 5 | -10 | -12 | 15 | -6 | -4 | 16 | -9
NR2E3 ag-2 | -2 | 2 | nt | 1 | 2 | nt | nt | 2
KKLEB cytotox | 2 | 9 | 5 | -2 | 2 | nt | -12 | -10
TWEAK Fn14 block | -2 | 1 | -14 | -10 | 5 | 21 | -7 | 1
MITF TRPM1 inh | 11 | -14 | nt | -38 | 10 | nt | nt | 18
Peg3 promoter | 10 | -25 | 12 | -115 | 12 | nt | -4 | 31
CF NFkB inh | -15 | -10 | -34 | -10 | 18 | nt | 5 | 18

#41 Cc1cc(C(=O)N2CCCC(N3CCN(c4cccc(Cl)c4)CC3)C2)nn1C (stereo unspecified)
#42 Cn1c(=O)n(CCC(=O)O)c2ccccc21
#43 O=C(COC(=O)c1nc(Cl)ccc1Cl)NCc1ccc(Cl)cc1Cl
#44 O=Cc1ccc(-n2nncc2-c2ccc([N+](=O)[O-])cc2)cc1
#45 COc1ccc2cnn(CCOc3ccccc3)c(=O)c2c1OC
#46 COc1ccc(CC(=O)Nc2ccc(-c3noc(-c4cc(OC)c(OC)c(OC)c4)n3)cc2)cc1
#47 COCCn1nnnc1C(C(C)C)N1CCN(C(=O)c2ccco2)CC1 (stereo unspecified)

Compound | 41 | 42 | 43 | 44 | 45 | 46 | 47
NR2E3 ag-1 | 0 | -7 | 0 | -3 | -117 | -15 | -16
TROY signal inh | -23 | -24 | -6 | 26 | 33 | -15 | 12
Shn3 3UTR inh | -13 | 7 | -3 | 10 | -25 | 26 | 4
HIF-2a block | -31 | 0 | 5 | 3 | -96 | 3 | 13
TRAIL sens C8 | 16 | 0 | 2 | 1 | 10 | -6 | 2
NR2E3 ag-2 | -3 | 4 | nt | 5 | 1 | 2 | 1
KKLEB cytotox | 2 | 4 | 2 | -4 | -7 | -5 | -1
TWEAK Fn14 block | -10 | -17 | -2 | -12 | 51* | -30 | 12
MITF TRPM1 inh | -7 | 2 | 6 | 13 | -35 | 18 | -6
Peg3 promoter | -28 | -6 | 6 | 4 | -260 | 12 | -7
CF NFkB inh | -32 | -1 | 9 | -9 | 1 | -6 | 10

Single records, as listed above. Order of values: NR2E3 ag-1, TROY signal inh, Shn3 3UTR inh, HIF-2a block, TRAIL sens C8, NR2E3 ag-2, KKLEB cytotox, TWEAK Fn14 block, MITF TRPM1 inh, Peg3 promoter, CF NFkB inh
`COc1ccc2cnn(CCOc3ccccc3)c(=O)c2c1OC` across the screens: -117, 33, -25, -96, 10, 1, -7, 51*, -35, -260, 1
`O=C(COC(=O)c1nc(Cl)ccc1Cl)NCc1ccc(Cl)cc1Cl` across the screens: 0, -6, -3, 5, 2, nt, 2, -2, 6, 6, 9
`O=Cc1ccc(-n2nncc2-c2ccc([N+](=O)[O-])cc2)cc1` across the screens: -3, 26, 10, 3, 1, 5, -4, -12, 13, 4, -9
`Cc1cc(C(=O)N2CCCC(N3CCN(c4cccc(Cl)c4)CC3)C2)nn1C` (stereo unspecified) across the screens: 0, -23, -13, -31, 16, -3, 2, -10, -7, -28, -32
`Cn1c(=O)n(CCC(=O)O)c2ccccc21` across the screens: -7, -24, 7, 0, 0, 4, 4, -17, 2, -6, -1
